From PubChem BioAssay
NS5 inhibitors: Dengue-2 NS5 methyltransferase inhibitors, primary screen, biochemical, confirmation dose response (AID 588689) | Genome polyprotein (Dengue virus type 2 (strain 16681-PDK53)) | Dengue-2 NS5 methyltransferase capping enzyme assay, biochemical; higher % means a stronger effect | inhibition, % at 25 µM; hits with a dose series show IC50 in µM | hit rate 0.3% among 340,000; in the data active means a potency from the dose series
Rac1 GTP hydrolysis: MgcRacGAP GTPase-activating activity inhibitors, confirmation, biochemical, ADP Hunter fluorescence; Rac GTPase-activating protein 1 (Homo sapiens); MgcRacGAP-stimulated Rac1 GTP hydrolysis, ADP Hunter fluorescence; higher % means a stronger effect; GST-tagged Rac1 F28L mutant substrate; inhibition, % at 30 µM; hits with a dose series show IC50 in µM; hit rate 0.6% among 340,000;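 active means first-screen hits whose inhibition reached a set limit at any dose in the follow-up dose series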;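 further: fluorescence reports GDP produced by GAP-driven GTP hydrolysis; strong numbers were not always called active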
Active calls of the source: *. This is a subset, so the mix of outcomes need not match the whole.

Start of the data: the first 11 entries, to show the layout:
Screening CC1CCN(C(=O)CSc2nnc(-c3ccco3)n2N)CC1 returned NS5 inhibitors -8% and Rac1 GTP hydrolysis 14%.
For COc1ccccc1NC(=O)CN(Cc1ccco1)C(=O)c1cc(Cl)c(OC)c(OC)c1 the results were NS5 inhibitors -2% and Rac1 GTP hydrolysis 1%.
For Cc1noc(C)c1S(=O)(=O)N(C)C[C@H]1OCc2cnnn2CCCC(=O)N([C@H](C)CO)C[C@H]1C the results were NS5 inhibitors -5% and Rac1 GTP hydrolysis 6%.
`CCCCCCN1C[C@@H](O)[C@H](n2cc(COC(=O)c3ccccc3)nn2)C[C@@H]1c1ccc(Cl)cc1` gave NS5 inhibitors -4% and Rac1 GTP hydrolysis -8%.
COc1ccc(NC(=O)CSc2nnnn2-c2cccc(OC)c2)cc1 was read as NS5 inhibitors 3% and Rac1 GTP hydrolysis 10%.
COc1cccc(CNC[C@H]2O[C@@H](n3ccc(N)nc3=O)[C@H](O)[C@@H]2O)c1OCc1ccc(F)cc1Cl was read as NS5 inhibitors -3% and Rac1 GTP hydrolysis 1%.
For FC(F)(F)c1cccc(CC2CN(Cc3ccccc3)Cc3ccccc3N2c2cc(Cl)cc(Cl)c2)c1 (stereo unspecified) the results were NS5 inhibitors -1% and Rac1 GTP hydrolysis 16%.
CCOc1ccc(NC(=O)c2cccc(S(=O)(=O)NCc3cccnc3)c2)cc1 was read as NS5 inhibitors 0% and Rac1 GTP hydrolysis 18%.
Screening C[C@H]1CN([C@@H](C)CO)S(=O)(=O)c2ccc(Br)cc2O[C@H]1CN(C)C(=O)c1cnccn1 returned NS5 inhibitors -10% and Rac1 GTP hydrolysis 9%.
O=C(COC(=O)/C=C/c1ccc(Cl)cc1Cl)Nc1cccc(S(=O)(=O)NC2=NCCC2)c1 was read as NS5 inhibitors -3% and Rac1 GTP hydrolysis 19%.
For [O-][N+](=Cc1c(Cl)cccc1Cl)CC1(O)CCCCC1 the results were NS5 inhibitors 3% and Rac1 GTP hydrolysis 3%.

Results, previewed entries included:
Screening CC1CCN(C(=O)CSc2nnc(-c3ccco3)n2N)CC1 returned NS5 inhibitors -8% and Rac1 GTP hydrolysis 14%.
For COc1ccccc1NC(=O)CN(Cc1ccco1)C(=O)c1cc(Cl)c(OC)c(OC)c1 the results were NS5 inhibitors -2% and Rac1 GTP hydrolysis 1%.
For Cc1noc(C)c1S(=O)(=O)N(C)C[C@H]1OCc2cnnn2CCCC(=O)N([C@H](C)CO)C[C@H]1C the results were NS5 inhibitors -5% and Rac1 GTP hydrolysis 6%.
`CCCCCCN1C[C@@H](O)[C@H](n2cc(COC(=O)c3ccccc3)nn2)C[C@@H]1c1ccc(Cl)cc1` gave NS5 inhibitors -4% and Rac1 GTP hydrolysis -8%.
COc1ccc(NC(=O)CSc2nnnn2-c2cccc(OC)c2)cc1 was read as NS5 inhibitors 3% and Rac1 GTP hydrolysis 10%.
COc1cccc(CNC[C@H]2O[C@@H](n3ccc(N)nc3=O)[C@H](O)[C@@H]2O)c1OCc1ccc(F)cc1Cl was read as NS5 inhibitors -3% and Rac1 GTP hydrolysis 1%.
For FC(F)(F)c1cccc(CC2CN(Cc3ccccc3)Cc3ccccc3N2c2cc(Cl)cc(Cl)c2)c1 (stereo unspecified) the results were NS5 inhibitors -1% and Rac1 GTP hydrolysis 16%.
CCOc1ccc(NC(=O)c2cccc(S(=O)(=O)NCc3cccnc3)c2)cc1 was read as NS5 inhibitors 0% and Rac1 GTP hydrolysis 18%.
Screening C[C@H]1CN([C@@H](C)CO)S(=O)(=O)c2ccc(Br)cc2O[C@H]1CN(C)C(=O)c1cnccn1 returned NS5 inhibitors -10% and Rac1 GTP hydrolysis 9%.
O=C(COC(=O)/C=C/c1ccc(Cl)cc1Cl)Nc1cccc(S(=O)(=O)NC2=NCCC2)c1 was read as NS5 inhibitors -3% and Rac1 GTP hydrolysis 19%.
For [O-][N+](=Cc1c(Cl)cccc1Cl)CC1(O)CCCCC1 the results were NS5 inhibitors 3% and Rac1 GTP hydrolysis 3%.
For COc1cc(CCC(=O)Nc2cc(S(=O)(=O)N3CCOCC3)ccc2OC(C)C)cc(OC)c1OC the results were NS5 inhibitors -3% and Rac1 GTP hydrolysis -29%.
COc1ccccc1S(=O)(=O)N(C)C[C@@H]1OCc2cnnn2CCCC(=O)N([C@H](C)CO)C[C@H]1C was read as NS5 inhibitors 7% and Rac1 GTP hydrolysis 15%.
CCOc1ccccc1OCC(=O)NC1CCSc2ccccc21 (stereo unspecified) was read as NS5 inhibitors -3% and Rac1 GTP hydrolysis 8%.
For C[C@@H]1CN([C@@H](C)CO)C(=O)CCCn2nncc2CO[C@H]1CN(C)C(=O)Nc1ccc(C(F)(F)F)cc1 the results were NS5 inhibitors -5% and Rac1 GTP hydrolysis 8%.
Cc1noc(C)c1NC(=O)Nc1ccc2c(c1)C(=O)N([C@H](C)CO)C[C@H](C)[C@@H](CN(C)S(=O)(=O)c1ccc(Cl)cc1)OCCCC[C@@H](C)O2 was read as NS5 inhibitors -6% and Rac1 GTP hydrolysis 15%.
For C=CCN(c1ccc(F)cc1)S(=O)(=O)c1cc(C(=O)NC2CC2)ccc1Cl the results were NS5 inhibitors -2% and Rac1 GTP hydrolysis 6%.
Screening CC1(C)C(=Cc2ccccc2)C(=O)c2ccccc21 returned NS5 inhibitors 5% and Rac1 GTP hydrolysis 8%.
Screening CCCC1NC(=O)c2cc3ccccc3cc2-n2c1nc1cc(F)ccc1c2=O (stereo unspecified) returned NS5 inhibitors -8% and Rac1 GTP hydrolysis 10%.
Cc1ccc(S(=O)(=O)N(C)C[C@@H]2OCc3ccccc3-c3c(n(C)c4ccccc34)C(=O)N([C@H](C)CO)C[C@@H]2C)cc1 was read as NS5 inhibitors 0% and Rac1 GTP hydrolysis 11%.
CNC(=O)C[C@H]1C(=O)N(c2ccc(OC)cc2)C[C@@H]1C was read as NS5 inhibitors 0% and Rac1 GTP hydrolysis 16%.
Cc1ccc(CNC(=O)CSc2nnc(CNC(=O)c3ccc(F)cc3)o2)cc1 was read as NS5 inhibitors 4% and Rac1 GTP hydrolysis 5%.
For COc1cccc(C(=O)NCC2CCCN(C(=O)Cc3cccc(C)c3)C2)c1OC (stereo unspecified) the results were NS5 inhibitors 4% and Rac1 GTP hydrolysis -23%.
O=C(C[C@H]1C(=O)N(C2CCCCC2)C[C@@H]1c1ccccc1)Nc1ccc(Br)cc1 was read as NS5 inhibitors -6% and Rac1 GTP hydrolysis 15%.
For CC1=C2C3OC(=O)C(C)C3CCC2(C)C=C(Cl)C1=O (stereo unspecified) the results were NS5 inhibitors -6% and Rac1 GTP hydrolysis 5%.
C[C@@H]1CN([C@@H](C)CO)C(=O)c2cc(Br)cnc2O[C@@H]1CN(C)Cc1cncnc1 was read as NS5 inhibitors -9% and Rac1 GTP hydrolysis 6%.
Screening Cc1ccc(Cc2c(-c3ccccc3)nc3ccc(Br)cn23)cc1 returned NS5 inhibitors 7% and Rac1 GTP hydrolysis 17%.
COc1ccc(CN(C)CCCn2ccc(NC(=O)OCc3ccccc3)nc2=O)cc1OC was read as NS5 inhibitors -4% and Rac1 GTP hydrolysis 15%.
Screening CN1OC[C@@H]2CN(S(=O)(=O)c3cccc(C(F)(F)F)c3)[C@H](c3ccc(-c4cccnc4)cc3)C[C@@H]21 returned NS5 inhibitors -10% and Rac1 GTP hydrolysis -6%.
O=S1(=O)CCN(Cc2ccncc2)CC1 was read as NS5 inhibitors -7% and Rac1 GTP hydrolysis 0%.
For O=C(CCc1c[nH]c2ccccc12)OCC(=O)c1ccccc1 the results were NS5 inhibitors -3% and Rac1 GTP hydrolysis 12%.
CCCCCC(=O)N1C[C@@H](n2cc(COC(=O)c3ccccc3)nn2)[C@H](O)C[C@@H]1c1ccc(C)cc1 was read as NS5 inhibitors -11% and Rac1 GTP hydrolysis 12%.
For C#CCN(C[C@@H]1[C@@H](OC(=O)Nc2c(C)noc2C)[C@@H](OC(=O)Nc2c(C)noc2C)Cn2c(=O)n(CCCCCC)c(=O)n21)S(=O)(=O)c1ccc(C)cc1 the results were NS5 inhibitors -13% and Rac1 GTP hydrolysis 14%.
`CC1(C)C(=O)C=C(N2CCCCC2)c2ccccc21` gave NS5 inhibitors -6% and Rac1 GTP hydrolysis 2%.
Screening CCCCCCn1c(=O)n2n(c1=O)[C@@H]1CN(S(=O)(=O)c3ccc(C)cc3)C[C@]1(O)[C@@H](OC(=O)NCc1ccccc1F)C2 returned NS5 inhibitors -6% and Rac1 GTP hydrolysis 14%.
COc1cccc(NC(=O)N(C)C[C@H]2Oc3cc(C#Cc4ccncc4)ccc3S(=O)(=O)N([C@H](C)CO)C[C@H]2C)c1 was read as NS5 inhibitors -10% and Rac1 GTP hydrolysis 8%.
`CCOc1ccc2nc(NC(=O)c3cccc(N4C(=O)CCC4=O)c3)sc2c1` gave NS5 inhibitors 1% and Rac1 GTP hydrolysis 7%.
CCCCCCN1C[C@@H](n2cc(COC(=O)c3ccccc3)nn2)[C@H](O)C[C@@H]1c1ccccc1 was read as NS5 inhibitors -12% and Rac1 GTP hydrolysis 8%.
Screening CC1(C)CC(=O)C=C(c2ccc(-c3cnc4ccccc4c3)cc2)C1=O returned NS5 inhibitors -6% and Rac1 GTP hydrolysis 15%.
CCCCCCN1C[C@@H](O)[C@H](n2cc(C3CC3)nn2)C[C@@H]1c1ccccc1 was read as NS5 inhibitors -11% and Rac1 GTP hydrolysis 14%.
Screening Nc1ncnc(N)c1NC(=O)c1cc(Cl)c(OCc2ccccc2)c(Cl)c1 returned NS5 inhibitors 1% and Rac1 GTP hydrolysis 8%.
For CSCCC(NC(=O)c1ccccc1Cl)C(=O)NCCOc1ccc(C)cc1 (stereo unspecified) the results were NS5 inhibitors -1% and Rac1 GTP hydrolysis 4%.
For Cc1cccc(S(=O)(=O)N(C)C[C@@H]2OCc3cnnn3CCCC(=O)N([C@H](C)CO)C[C@H]2C)c1 the results were NS5 inhibitors 8% and Rac1 GTP hydrolysis 13%.
Screening CC(C)C#Cc1ccc2c(c1)O[C@@H](CN(C)S(=O)(=O)c1cn(C)cn1)[C@@H](C)CN([C@H](C)CO)S2(=O)=O returned NS5 inhibitors 0% and Rac1 GTP hydrolysis 14%.
For CSc1ncccc1C(=O)OCC(=O)c1ccc(Cl)s1 the results were NS5 inhibitors 1% and Rac1 GTP hydrolysis -1%.
Screening COc1ccc(/C=N/NC(=O)c2nnn(-c3nonc3N)c2C)cc1OC returned NS5 inhibitors 4% and Rac1 GTP hydrolysis 6%.
COc1ccccc1N1CCN(C(=O)c2ccc3noc(-c4ccccc4)c3c2)CC1 was read as NS5 inhibitors -5% and Rac1 GTP hydrolysis -28%.
For Cc1ccccc1C(=O)N(C)[C@H]1C[C@H]2c3[nH]c4ccccc4c3CCN2C(=O)[C@H]1[C@H](C)O the results were NS5 inhibitors -6% and Rac1 GTP hydrolysis 18%.
Screening C[C@@H]1CN([C@H](C)CO)C(=O)CCCn2nncc2CO[C@@H]1CN(C)S(=O)(=O)c1ccc2ccccc2c1 returned NS5 inhibitors 7% and Rac1 GTP hydrolysis 3%.
For COc1ccc(C(=O)Nc2cc(S(=O)(=O)N3CCCCC3)ccc2C)cc1 the results were NS5 inhibitors 0% and Rac1 GTP hydrolysis 5%.
`Cc1cc2nc(CN(C)C(=O)C3CCC(=O)N(C4CCCC4)C3)[nH]c2cc1C` (stereo unspecified) gave NS5 inhibitors -3% and Rac1 GTP hydrolysis 8%.
Screening CC(OC(=O)c1cccc(S(=O)(=O)N2CCOCC2)c1)C(=O)NCC1CCCCC1 (stereo unspecified) returned NS5 inhibitors 5% and Rac1 GTP hydrolysis 8%.
COC(=O)[C@H]1C[C@H](OC(=O)NCC2CCCCC2)[C@@]2(O)CN(S(=O)(=O)c3ccc(C)cc3)CC2[C@H]1C(=O)OC (stereo partly specified) was read as NS5 inhibitors -8% and Rac1 GTP hydrolysis 19%.
For Cc1ccc2c(=O)n3c(nc2c1)C(Cc1ccccc1)NC(=O)c1cccnc1-3 (stereo unspecified) the results were NS5 inhibitors 7% and Rac1 GTP hydrolysis 17%.
For O=C(Nc1ccc(S(=O)(=O)Nc2ncccn2)cc1)c1ccc(Br)cc1 the results were NS5 inhibitors 0% and Rac1 GTP hydrolysis 14%.
For COc1ccc([C@H]2C[C@@H](n3cc(COC(=O)c4ccccc4)nn3)[C@H](O)CN2C(=O)c2cccs2)cc1 the results were NS5 inhibitors -2% and Rac1 GTP hydrolysis 12%.
COc1cc(OC)cc(C(=O)OCC(=O)NC2CCCCCCC2)c1 was read as NS5 inhibitors 1% and Rac1 GTP hydrolysis 8%.
C[C@H]1Cn2cnc(C(=O)NCc3ccc(CNC(=O)OC(C)(C)C)cc3)c2C(=O)N1 was read as NS5 inhibitors 4% and Rac1 GTP hydrolysis 13%.
`CC(C)c1ncc(CO)n1Cc1c(Cl)cccc1Cl` gave NS5 inhibitors -5% and Rac1 GTP hydrolysis 1%.
For Cc1cc(Cl)ccc1OCC(=O)OCC(=O)Nc1ccc(Cl)cn1 the results were NS5 inhibitors 12% and Rac1 GTP hydrolysis 9%.
Screening CCc1ccccc1NC(=O)CN1CCN(C(=O)c2cc(C3CC3)nn2-c2ccccc2)CC1 returned NS5 inhibitors 3% and Rac1 GTP hydrolysis -5%.
For Cc1ccc(S(=O)(=O)NN=CC2(c3ccccc3)CC2)cc1 the results were NS5 inhibitors -7% and Rac1 GTP hydrolysis 8%.
O=C1CCC2CN3CCc4c([nH]c5ccccc45)C3CC2C1 (stereo unspecified) was read as NS5 inhibitors 10% and Rac1 GTP hydrolysis 0%.
Cc1ccc([C@H]2C[C@H](n3cc(COC(=O)c4ccccc4)nn3)[C@@H](O)CN2CC2CCCCC2)cc1 was read as NS5 inhibitors -10% and Rac1 GTP hydrolysis 7%.
